Compound activity deposited in PubChem by The Scripps Research Institute Molecular Screening Center.
ASAP1 GAP inh = ASAP1 ArfGAP inhibition; Q9ULH1; ASAP1-stimulated ARF1 GTP hydrolysis, GDP FP detection; inhibition, % at 16.5 µM; 360,000 tested, 0.19% active; AID 624377; in the data active means inhibition above about 25%;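 further: 0% = vehicle with enzyme and substrate and 100% = no enzyme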
ADAM17 inh = ADAM17 inhibition, QFRET primary screen; 370,000 tested, 0.83% active; inhibition, % at 6.95 µM; recombinant ADAM17, EDANS/DABCYL FRET peptide cleavage; P78536; AID 720648;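 active means inhibition above the mean of compounds lying between control limits plus 3 SD, set per campaign, cut at about 8.5% in these data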;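 further: 0% = DMSO-only wells as the low control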
KLK7 zymogen act = activators of human kallikrein-7 zymogen; P49862; purified proKLK7, EDANS-DABCYL substrate fluorescence; 100% is mature enzyme control, 0% vehicle; activation, % at 7 µM; 370,000 tested, 0.9% active;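 active means activation above the mean of all tested compounds plus 3 SD, computed per campaign excluding outliers beyond control limits, cut at about 13% in these data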
Target sequence (P49862 whole entry, looked up): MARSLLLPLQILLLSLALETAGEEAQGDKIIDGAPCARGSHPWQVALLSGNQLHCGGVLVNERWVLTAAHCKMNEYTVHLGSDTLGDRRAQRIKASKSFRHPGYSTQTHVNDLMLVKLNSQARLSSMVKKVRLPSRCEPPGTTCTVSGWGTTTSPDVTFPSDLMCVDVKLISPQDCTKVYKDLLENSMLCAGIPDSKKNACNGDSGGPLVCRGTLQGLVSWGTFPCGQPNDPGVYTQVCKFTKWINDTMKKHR
ARFGAP1 inhibitor = inhibits rat ARF GTPase activating protein 1 | inhibition, % at 16.5 µM | AID 651572 | 360,000 tested, 0.26% active | Arfgap1-stimulated ARF1 GTP hydrolysis, GDP FP detection;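 active means inhibition above a per-plate limit, mean inhibition of low control wells plus 3 SD, cut at about 25% in these data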;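 further: 0% = DMSO wells with enzyme and 100% = wells lacking Arfgap1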
Target sequence (Q62848 1-136 limits assumed): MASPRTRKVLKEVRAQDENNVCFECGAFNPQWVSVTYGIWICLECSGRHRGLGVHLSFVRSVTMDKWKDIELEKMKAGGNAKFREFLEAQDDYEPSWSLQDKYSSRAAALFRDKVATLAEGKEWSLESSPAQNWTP
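Material: rat Arfgap1 GAP domain (His6, aa 1-136), purified enzyme. Also added: human ARF1(Δ1-17)-GTP substrate. Compound dosing: 16.5 µM single point, 1.26% DMSO. Timing: enzyme reaction 120 min at 25 °C after 20 min preincubation. Signal: GDP detection by fluorescence polarization. Read-out basis: percent inhibition of GAP-stimulated GDP formation, scaled between DMSO and no-Arfgap1 medians.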
LEDGF integ inh = blocks HIV-1 LEDGF/p75-dependent DNA integration | TR-FRET IN-LEDGF/p75 DNA integration, Eu/Cy5 | inhibition, % at 3.7 µM | 370,000 tested, 0.64% active;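 active means inhibition above the screen-wide mean plus 3 SD, cut at about 13% in these data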;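 further: signal is the Cy5 over europium emission ratio at 671 and 618 nm; 0% = plate median of compound wells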
PLC-gamma1 inh = inhibitors of human phospholipase C gamma1. P19174. purified PLC-gamma1, fluorogenic substrate, fluorescence. inhibition, % at 12.2 µM. 370,000 tested, 0.84% active; in the data active means inhibition above about 9.5%
TDP2 absorb = blocks human TDP2 phosphodiesterase activity | recombinant TDP2, T5PNP hydrolysis, p-nitrophenol absorbance 415 nm | 370,000 tested, 0.34% active | O95551 | inhibition, % at 12.8 µM;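 active means inhibition above the mean of all tested compounds plus 3 SD, set per campaign, cut at about 25% in these data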;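 further: 0% = DMSO with enzyme and 100% = buffer with substrate but no TDP2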
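Assay system: Recombinant human TDP2 | Quantity: 120 nM TDP2 per well | Incubation: 2 h at 37 °C | Signal: Epi absorbance | Evaluation: Percent inhibition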
Tn7 DDE FP = inhibitors of Tn7 peptide binding to human fibrin DD(E) | P02675 | FP displacement of FITC-Tn7 peptide from fibrin DD(E); 0% = median of compound wells per plate | inhibition, % at 8.3 µM | 370,000 tested, 0.13% active;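 active means inhibition above the mean of compounds falling within the control limits plus 3 SD of them, cut at about 14% in these data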;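 further: 0% = plate median of compound wells and 100% = 10 µM Aha-Tn7 peptide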
Target sequence (P02675 whole entry, looked up): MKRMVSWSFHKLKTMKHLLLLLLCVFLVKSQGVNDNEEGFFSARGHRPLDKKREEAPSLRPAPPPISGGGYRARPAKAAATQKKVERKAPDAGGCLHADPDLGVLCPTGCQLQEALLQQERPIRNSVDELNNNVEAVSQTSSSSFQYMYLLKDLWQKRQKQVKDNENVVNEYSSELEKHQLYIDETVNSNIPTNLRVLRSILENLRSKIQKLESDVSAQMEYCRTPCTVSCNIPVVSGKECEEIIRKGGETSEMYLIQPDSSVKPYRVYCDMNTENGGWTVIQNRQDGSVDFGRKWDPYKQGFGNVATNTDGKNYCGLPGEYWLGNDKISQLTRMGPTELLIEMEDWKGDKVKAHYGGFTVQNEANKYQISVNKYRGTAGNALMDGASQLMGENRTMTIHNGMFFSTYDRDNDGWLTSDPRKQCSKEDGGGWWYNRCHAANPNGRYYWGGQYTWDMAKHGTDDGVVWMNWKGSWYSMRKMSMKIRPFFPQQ
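Assay system: human fibrin DD(E) protein / Input: 2 µM fibrin DD(E) / Benchmarks: high control of 10 µM Aha-Tn7 peptide / Measured by: fluorescence polarization of the labelled Tn7 tracer / Medium: Tris buffer with calcium and detergent, pH 7.8 / Timing: 10 min compound pre-incubation, 3 h probe incubation at room temperature / Repeats: one replicate per compound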
ADAM10 inh = inhibits human ADAM10; O14672; 370,000 tested, 0.62% active; recombinant ADAM10, EDANS/DABCYL FRET peptide cleavage, 3 h; AID 720582; inhibition, % at 7 µM;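 active means inhibition above a per-campaign cutoff equal to the mean of compounds falling between control-based bounds plus 3 SD, cut at about 20% in these data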;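 further: 0% = DMSO wells while the 100% control is not disclosed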
Tn6 DDE FP = DD(E)-Tn6 binding inhibition, primary FP screen. P02675. 370,000 tested, 0.21% active. inhibition, % at 8.3 µM. Fibrin DD(E) TRITC-Tn6 fluorescence polarization displacement;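 active means inhibition above a per-campaign cutoff: mean of compounds within control limits plus 3 SD, cut at about 15% in these data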;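 further: 0% = median of all compound wells on the plate and 100% = blocking peptide control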
Starred values were filed as active, the others as inactive.

Results for CC1CCCC(NC(=O)COC(=O)Cc2cn3ccsc3n2)C1C (stereo unspecified) ?
ASAP1 GAP inh: -3; ADAM17 inh: -4; KLK7 zymogen act: -0.1; ARFGAP1 inhibitor: -1; LEDGF integ inh: 0; PLC-gamma1 inh: -6; TDP2 absorb: -6; Tn7 DDE FP: 7; ADAM10 inh: -8; Tn6 DDE FP: 4

How did Cc1ccc(S(=O)(=O)N(C)CC(=O)OCC(=O)c2ccc3c(c2)NC(=O)CO3)cc1 do in these assays?
ASAP1 GAP inh: 13; ADAM17 inh: -1; KLK7 zymogen act: 0.8; ARFGAP1 inhibitor: 3; LEDGF integ inh: 0; PLC-gamma1 inh: -2; TDP2 absorb: -4; Tn7 DDE FP: -3; ADAM10 inh: -10; Tn6 DDE FP: 0

What do the screens show for `CSc1nnc(CNC(=O)C23CC4CC(CC(C4)C2)C3)n1Cc1ccccc1`?
ASAP1 GAP inh: -6; ADAM17 inh: 1; KLK7 zymogen act: -0.8; ARFGAP1 inhibitor: 1; LEDGF integ inh: 4; PLC-gamma1 inh: 2; TDP2 absorb: -8; Tn7 DDE FP: -8; ADAM10 inh: 6; Tn6 DDE FP: -4

How did COCCN=c1scc(-c2ccco2)n1/N=C/c1ccc(O)c(O)c1O do in these assays?
ASAP1 GAP inh: -10; ADAM17 inh: 1; KLK7 zymogen act: -0.1; ARFGAP1 inhibitor: 1; LEDGF integ inh: 45*; PLC-gamma1 inh: -7; TDP2 absorb: 2; Tn7 DDE FP: 0; ADAM10 inh: 10; Tn6 DDE FP: -4

What do the screens show for `CCc1nnc(NC(=O)c2ccc(OC)cc2)s1`?
ASAP1 GAP inh: -10; ADAM17 inh: -3; KLK7 zymogen act: -0.2; ARFGAP1 inhibitor: -2; LEDGF integ inh: -2; PLC-gamma1 inh: 4; TDP2 absorb: 0; Tn7 DDE FP: 5; ADAM10 inh: 0; Tn6 DDE FP: 0

What do the screens show for `O=C(CN1CCN(Cc2ccccc2)CC1)Nc1ccc([N+](=O)[O-])cc1C(=O)Nc1ccccc1F`?
ASAP1 GAP inh: -10; ADAM17 inh: 0; KLK7 zymogen act: -0.7; ARFGAP1 inhibitor: 15; LEDGF integ inh: -3; PLC-gamma1 inh: -2; TDP2 absorb: -15; Tn7 DDE FP: 2; ADAM10 inh: 9; Tn6 DDE FP: 1

What do the screens show for `CCCCC[C@H]1CN(Cc2ccccc2)C(=O)[C@@H]1CC(=O)NCc1ccc(OC)cc1`?
ASAP1 GAP inh: 1; ADAM17 inh: 2; KLK7 zymogen act: 0.3; ARFGAP1 inhibitor: -3; LEDGF integ inh: 1; PLC-gamma1 inh: 4; TDP2 absorb: -10; Tn7 DDE FP: 2; ADAM10 inh: 8; Tn6 DDE FP: 7

Results for COCc1nc2sc3c(c2c(=O)[nH]1)CCCC3 ?
ASAP1 GAP inh: -6; ADAM17 inh: -3; KLK7 zymogen act: -0.8; ARFGAP1 inhibitor: 6; LEDGF integ inh: 0; PLC-gamma1 inh: 1; TDP2 absorb: 1; Tn7 DDE FP: -3; ADAM10 inh: -4; Tn6 DDE FP: 5

What do the screens show for `Cc1cc2nnn(-c3nnc(-c4ccccc4)c4ccccc34)c2cc1C`?
ASAP1 GAP inh: -3; ADAM17 inh: -5; KLK7 zymogen act: -0.9; ARFGAP1 inhibitor: -3; LEDGF integ inh: 2; PLC-gamma1 inh: 0; TDP2 absorb: 0; Tn7 DDE FP: 5; ADAM10 inh: -3; Tn6 DDE FP: -3

What do the screens show for `COc1ccc(OC)c(-c2nc(CN3CCCCC3c3cccnc3)c(C)o2)c1` (stereo unspecified)?
ASAP1 GAP inh: 0; ADAM17 inh: -19; KLK7 zymogen act: 0.7; ARFGAP1 inhibitor: 4; LEDGF integ inh: 0; PLC-gamma1 inh: -17; TDP2 absorb: 4; Tn7 DDE FP: -2; ADAM10 inh: -61; Tn6 DDE FP: -5

How did O=C1CCCC/C1=C\Nc1ccc(O)cc1 do in these assays?
ASAP1 GAP inh: 9; ADAM17 inh: -12; KLK7 zymogen act: -0.2; ARFGAP1 inhibitor: 11; LEDGF integ inh: 11; PLC-gamma1 inh: -42; TDP2 absorb: 4; Tn7 DDE FP: 5; ADAM10 inh: -25; Tn6 DDE FP: 27*

Results for O=C(O)c1ccc(C=NN2CCCCCC2)cc1 ?
ASAP1 GAP inh: 3; ADAM17 inh: -2; KLK7 zymogen act: 0.1; ARFGAP1 inhibitor: -4; LEDGF integ inh: 1; PLC-gamma1 inh: 4; TDP2 absorb: -9; Tn7 DDE FP: -1; ADAM10 inh: -3; Tn6 DDE FP: -2

Results for COc1ccc(C2=NCCc3cc(OC)c(OC)cc32)cc1OC ?
ASAP1 GAP inh: -7; ADAM17 inh: -9; KLK7 zymogen act: 17*; ARFGAP1 inhibitor: -5; LEDGF integ inh: -1; PLC-gamma1 inh: -236; TDP2 absorb: 8; Tn7 DDE FP: 12; ADAM10 inh: -23; Tn6 DDE FP: 5

What do the screens show for `COC(=O)c1cc(S(=O)(=O)Nc2cc(OC)cc(OC)c2)c[nH]1`?
ASAP1 GAP inh: -7; ADAM17 inh: -2; KLK7 zymogen act: -0.4; ARFGAP1 inhibitor: 2; LEDGF integ inh: -6; PLC-gamma1 inh: 2; TDP2 absorb: -1; Tn7 DDE FP: 4; ADAM10 inh: 2; Tn6 DDE FP: 1

How did CN(C)CCNC(=O)C1Cc2c(-c3ccccc3Oc3ccccc3)ccnc2O1 (stereo unspecified) do in these assays?
ASAP1 GAP inh: -5; ADAM17 inh: -1; KLK7 zymogen act: 0.5; ARFGAP1 inhibitor: -1; LEDGF integ inh: 1; PLC-gamma1 inh: -1; TDP2 absorb: -6; Tn7 DDE FP: -4; ADAM10 inh: -23; Tn6 DDE FP: 11

Results for Cc1cc(C)cc(N(CC(=O)NC2CCCCC2)C(=O)c2csnn2)c1 ?
ASAP1 GAP inh: -1; ADAM17 inh: -4; KLK7 zymogen act: -0.6; ARFGAP1 inhibitor: -12; LEDGF integ inh: -1; PLC-gamma1 inh: -1; TDP2 absorb: -1; Tn7 DDE FP: 5; ADAM10 inh: -3; Tn6 DDE FP: -1

What do the screens show for `COC(=O)C1=C(C)Nc2ncnn2C1c1ccc(OCc2ccccc2)cc1` (stereo unspecified)?
ASAP1 GAP inh: 1; ADAM17 inh: -8; KLK7 zymogen act: 0.3; ARFGAP1 inhibitor: 5; LEDGF integ inh: 1; PLC-gamma1 inh: 1; TDP2 absorb: 4; Tn7 DDE FP: 1; ADAM10 inh: -2; Tn6 DDE FP: -4

What do the screens show for `CCOc1cc(-c2noc(-c3cccnc3)n2)ccc1OC`?
ASAP1 GAP inh: 2; ADAM17 inh: -8; KLK7 zymogen act: -0.1; ARFGAP1 inhibitor: 15; LEDGF integ inh: 0; PLC-gamma1 inh: -2; TDP2 absorb: 2; Tn7 DDE FP: 5; ADAM10 inh: -3; Tn6 DDE FP: 0

What do the screens show for `CCOc1ccc(C2/C(=C(/O)c3ccc(F)cc3)C(=O)C(=O)N2CCCN(C)C)cc1` (stereo unspecified)?
ASAP1 GAP inh: 3; ADAM17 inh: -1; KLK7 zymogen act: -0.5; ARFGAP1 inhibitor: -7; LEDGF integ inh: 2; PLC-gamma1 inh: -1; TDP2 absorb: 0; Tn7 DDE FP: 0; ADAM10 inh: -6; Tn6 DDE FP: -10

What do the screens show for `CCCCC(=O)N(CCC)CCC`?
ASAP1 GAP inh: -10; ADAM17 inh: -7; KLK7 zymogen act: 0.3; ARFGAP1 inhibitor: 3; LEDGF integ inh: -4; PLC-gamma1 inh: 2; TDP2 absorb: -1; Tn7 DDE FP: 1; ADAM10 inh: -1; Tn6 DDE FP: -3

Results for CCn1c(SCC(=O)c2ccc(-c3ccccc3)cc2)nnc1-c1ccccc1OC ?
ADAM17 inh: 5; KLK7 zymogen act: -0.2; LEDGF integ inh: 6; PLC-gamma1 inh: 1; TDP2 absorb: -6; Tn7 DDE FP: -5; ADAM10 inh: 9; Tn6 DDE FP: -3

How did COc1ccccc1C1CCN(C(=O)c2cccc([N+](=O)[O-])c2)CC1 do in these assays?
ASAP1 GAP inh: 18; ADAM17 inh: 2; KLK7 zymogen act: 0.0; ARFGAP1 inhibitor: -8; LEDGF integ inh: 0; PLC-gamma1 inh: -1; TDP2 absorb: 15; Tn7 DDE FP: 4; ADAM10 inh: -2; Tn6 DDE FP: -4

Results for CC(C)Cn1c(N)c(C(=O)COC(=O)CC23CC4CC(CC(C4)C2)C3)c(=O)n(C)c1=O ?
ASAP1 GAP inh: -6; ADAM17 inh: 3; KLK7 zymogen act: 0.9; ARFGAP1 inhibitor: 12; LEDGF integ inh: -3; PLC-gamma1 inh: 4; TDP2 absorb: 1; Tn7 DDE FP: 1; ADAM10 inh: 1; Tn6 DDE FP: -13

Results for O=C(Nc1cc(Cl)ccn1)C1CCN(S(=O)(=O)c2cccs2)CC1 ?
ASAP1 GAP inh: 11; ADAM17 inh: -1; KLK7 zymogen act: 0.7; ARFGAP1 inhibitor: -3; LEDGF integ inh: 0; PLC-gamma1 inh: 1; TDP2 absorb: 16; Tn7 DDE FP: 1; ADAM10 inh: -1; Tn6 DDE FP: -2

In the list so far, two contain an aryl thioether with sulfur outside any ring.
What do the screens show for `CSc1nnc(CNC(=O)C23CC4CC(CC(C4)C2)C3)n1Cc1ccccc1`?
ASAP1 GAP inh: -6; ADAM17 inh: 1; KLK7 zymogen act: -0.8; ARFGAP1 inhibitor: 1; LEDGF integ inh: 4; PLC-gamma1 inh: 2; TDP2 absorb: -8; Tn7 DDE FP: -8; ADAM10 inh: 6; Tn6 DDE FP: -4

Results for CCn1c(SCC(=O)c2ccc(-c3ccccc3)cc2)nnc1-c1ccccc1OC ?
ADAM17 inh: 5; KLK7 zymogen act: -0.2; LEDGF integ inh: 6; PLC-gamma1 inh: 1; TDP2 absorb: -6; Tn7 DDE FP: -5; ADAM10 inh: 9; Tn6 DDE FP: -3
